zVAD death inh: L929 zVAD cell death inhibition; L929 zVAD necroptosis rescue, ATP luminescence, 24 h; with zVAD 60 µM; viability rescue, % at 10 µM; 220,000 tested, 0.38% active;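 active = activation, scaled between plate controls, above about 75%, limit read from the data; inactive = activation under that limit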;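 also: 0% = zVAD with DMSO and 100% = DMSO alone without zVAD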
Rad51 HR inh: Rad51 (human) homologous recombination inhibition. Q06609. hRad51 DNA strand exchange, fluorescence dequenching. inhibition, % at 10 µM. 200,000 tested, 0.085% active. AID 1385;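 active = inhibition above 40% at the single screening dose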;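 also: 0% = DMSO control wells and 100% = blanks with heterologous ssDNA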
Target sequence (Q06609 whole entry, looked up): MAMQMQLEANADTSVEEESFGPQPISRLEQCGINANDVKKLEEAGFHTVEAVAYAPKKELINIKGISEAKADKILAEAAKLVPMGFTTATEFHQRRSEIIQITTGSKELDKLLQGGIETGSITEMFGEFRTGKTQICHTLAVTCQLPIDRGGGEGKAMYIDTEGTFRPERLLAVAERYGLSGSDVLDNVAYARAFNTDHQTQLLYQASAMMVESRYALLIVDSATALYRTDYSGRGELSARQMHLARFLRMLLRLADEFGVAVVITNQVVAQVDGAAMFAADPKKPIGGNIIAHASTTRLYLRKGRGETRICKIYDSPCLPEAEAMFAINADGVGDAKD
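System: human Rad51 nucleoprotein filaments preassembled on unlabelled ssDNA. Reagent: labelled 47-mer dsDNA for strand exchange. Schedule: 30-min compound preincubation and 15-min exchange, both room temperature. Measured by: FRET fluorescence dequenching, excitation 485 nm, emission 520 nm. Read-out: Fluorescence-based percent inhibition, control- and blank-normalised. Benchmarks: plate controls and plate blanks.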
TbHK1 inh: T. brucei hexokinase 1 inhibition; recombinant TbHK1, G6PDH-coupled NADH A340; inhibition, % at 10 µM; 220,000 tested, 0.11% active; AID 1430;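 active = inhibition of 50% or more in the single-dose primary screen; inactive = inhibition below 50%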
PGE2 EP2 inh: blocks the human prostaglandin E2 receptor EP2 | AID 1422 | P43116 | C6 glioma cells expressing human EP2, cAMP TR-FRET; cells stimulated with saturating PGE2 | inhibition, % at 25 µM | 260,000 tested, 0.52% active;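 active = percent inhibition above 40 after rounding to a whole number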;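 also: rat C6 glioma host cells with rolipram phosphodiesterase inhibitor present; the protocol text gives 20 µM as final concentration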
Target sequence (P43116 whole entry, looked up): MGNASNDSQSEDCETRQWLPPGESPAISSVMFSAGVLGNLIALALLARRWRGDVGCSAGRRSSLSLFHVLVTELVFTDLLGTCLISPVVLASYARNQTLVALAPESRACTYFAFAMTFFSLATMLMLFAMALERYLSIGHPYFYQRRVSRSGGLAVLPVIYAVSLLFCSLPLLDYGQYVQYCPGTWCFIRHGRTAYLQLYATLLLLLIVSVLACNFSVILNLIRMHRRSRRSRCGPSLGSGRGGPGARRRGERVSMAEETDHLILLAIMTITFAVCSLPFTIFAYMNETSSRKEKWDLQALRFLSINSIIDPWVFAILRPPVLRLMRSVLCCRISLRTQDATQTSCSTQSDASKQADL
Hck Nef HTS: human Hck-Nef kinase inhibition; AID 463187; 220,000 tested, 0.68% active; inhibition, % at 20 µM; Recombinant Hck-YEEI plus Nef, Z-Lyte FRET kinase assay; P08631;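 active = Hck-Nef kinase inhibition above about 50%, limit read from the data; inactive = inhibition below that limit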;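 also: 0% = DMSO with Hck plus Nef and 100% = Hck alone without Nef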
m-calpain inh: inhibitors of pig calpain II | 220,000 tested, 0.37% active | purified calpain II, fluorogenic peptide substrate, 30 min | inhibition, % at 16 µM;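 active = inhibition above about 50%, limit read from the data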
eIF4E-4G inh: inhibitors of eIF4E and eIF4G interaction in translation initiation. TR-FRET eIF4E-eIF4GI(517-606) binding, 2 h. inhibition, % at 21.7 µM. 220,000 tested, 0.37% active;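 active = inhibition above about 30%, limit read from the data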;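 also: 0% = full FRET control wells and 100% = background wells lacking eIF4GI fragment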
EP2 mod: EP2 receptor (human) modulation | P43116 | EP2-expressing cells, cAMP HTRF FRET, PGE2 co-stimulation | induction, % at 25 µM | 260,000 tested, 0.83% active;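 active = compounds whose cAMP rise, as percent of the full-agonist control response, exceeds 60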;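 also: rat C6 glioma line stably carrying human EP2 under a CMV promoter; the protocol text gives 20 µM as final concentration; 100% = response of wells given 1 µM PGE2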
14-3-3 Bad PPI: disrupts binding of bovine 14-3-3 zeta to phospho-Bad peptide; 220,000 tested, 0.71% active; inhibition, % at 21.7 µM; TR-FRET 14-3-3zeta/Dy647-pBad peptide displacement, 1 h; P63103;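 active = inhibition above about 70%, limit read from the data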;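 also: 0% = full 14-3-3 plus peptide FRET controls and 100% = background without 14-3-3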
Target sequence (P63103 whole entry, looked up): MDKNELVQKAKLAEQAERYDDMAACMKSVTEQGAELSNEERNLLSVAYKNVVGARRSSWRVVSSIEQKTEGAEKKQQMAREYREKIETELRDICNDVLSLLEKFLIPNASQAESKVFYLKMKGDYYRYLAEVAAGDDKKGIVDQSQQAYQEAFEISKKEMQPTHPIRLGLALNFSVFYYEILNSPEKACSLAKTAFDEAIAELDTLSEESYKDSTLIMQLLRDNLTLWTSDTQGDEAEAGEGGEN
Starred values were filed as active, the others as inactive; i = inactive; . = not tested or not shown; & = joins results of further samples; [ ] = remark or other dose.

SMILES | zVAD death inh | Rad51 HR inh | TbHK1 inh | PGE2 EP2 inh | Hck Nef HTS | m-calpain inh | eIF4E-4G inh | EP2 mod | 14-3-3 Bad PPI
Cc1ccc(C(c2c(C)nn(-c3ccccc3)c2N)c2c(C)nn(-c3ccccc3)c2N)cc1 | -0.4 | -3 | 30 | 9 | 4 | 20 | -2 | 4 | 0
COc1ccc(C(C)C)cc1S(=O)(=O)Nc1ccc(Cl)cn1 | 0.4 | -5 | -6 | 7&5 | 0 | 27 | -6 | 16&3 | -2
O=C(O)C(=O)/C(=C\c1ccccc1)c1ccc2ccccc2n1 | 0.1 | -6 | -12 | 13 | 18 | -118 | 6[fluorescence artefact?] | -11 | 10
COc1cccc(CNCc2ccc(C(=O)O)cc2)c1OC | 0.8 | 33 | 0 | 4 | 3 | -19 | 3 | 39 | -6
CCC(C)C(NC(N)=O)C(=O)Nc1ccc(C(=O)OC)cc1 (stereo not given) | 78* | -3 | -12 | 5 | -10 | -3 | -1 | 5 | -7
O=C(OCC(=O)N1CCCCC1)c1c[nH]c(=O)[nH]c1=O | 0.2 | 4 | 3 | 15 | 1 | -7 | 3 | 2 | 3
CC(C)C12CN3CC(C(C)C)(CN(C1)C3c1ccccc1)C2O (stereo not given) | -0.3 | 3 | -5 | 2 | 0 | 11 | -3 | -3 | 0
CCOC(=O)Cc1nnc(Nc2ccc(C)cc2C)c2ccccc12 | 1.7 | 9 | 11 | 7 | 1 | 20 | 1 | 25 | -10[fluorescence artefact?]
Cc1ccc(C(=O)N/C(=C/c2ccc(F)cc2)C(=O)NCc2ccncc2)cc1 | -0.1 | . | -3 | -1 | 1 | 0 | 5 | -12 | 0
COc1ccc(Cl)cc1NC(=O)CCCN1C(=O)CCC1=O | -0.5 | -6 | 24 | 7 | -9 | -33 | -1[fluorescence artefact?] | 39 | -9
CCOC(=O)c1ccc(NC(=S)N(CCCN2CCCC2)Cc2cccs2)cc1 | 0.1 | -5 | -5 | 4 | 15 | 11 | -4 | -9 | -9
Cc1cc(C(=O)CN2C(=O)C(=O)N(CC(C)C)C2=O)c(C)n1-c1ccccc1F | 2.6 | 4 | 9 | 0 | 24 | 20 | 0 | 26 | -19

One compound at a time, as listed above. Screens in order: zVAD death inh, Rad51 HR inh, TbHK1 inh, PGE2 EP2 inh, Hck Nef HTS, m-calpain inh, eIF4E-4G inh, EP2 mod, 14-3-3 Bad PPI
Results for Cc1ccc(C(c2c(C)nn(-c3ccccc3)c2N)c2c(C)nn(-c3ccccc3)c2N)cc1 : -0.4, -3, 30, 9, 4, 20, -2, 4, 0
Results for Cc1ccc(C(=O)N/C(=C/c2ccc(F)cc2)C(=O)NCc2ccncc2)cc1 : -0.1, ., -3, -1, 1, 0, 5, -12, 0

Copied from the list.
m-calpain inh, `COc1ccc(C(C)C)cc1S(=O)(=O)Nc1ccc(Cl)cn1` is entered as 27
zVAD death inh, `CCOC(=O)Cc1nnc(Nc2ccc(C)cc2C)c2ccccc12` is entered as 1.7
EP2 mod, `COc1ccc(Cl)cc1NC(=O)CCCN1C(=O)CCC1=O` is entered as 39
TbHK1 inh, `O=C(O)C(=O)/C(=C\c1ccccc1)c1ccc2ccccc2n1` is entered as -12

The list continues:
SMILES | zVAD death inh | Rad51 HR inh | TbHK1 inh | PGE2 EP2 inh | Hck Nef HTS | m-calpain inh | eIF4E-4G inh | EP2 mod | 14-3-3 Bad PPI
O=C(COCc1nc2ccccc2c(=O)[nH]1)NCC1CCCCC1 | -0.6 | 8 | -6 | 4 | 11 | -8 | -4 | 23 | 3
COc1ccccc1NC(=O)Nc1cc(NC(=O)Nc2ccccc2OC)c(C)nc1C | -0.2 | -2 | 1 | 6 | 3 | -4 | 0 | -52 | -7
Cc1cccc(OCCSCc2nc3ccccc3[nH]2)c1 | 0.8 | -5 | 8 | 12 | 1 | 12 | -2 | -41 | 12[fluorescence artefact?]
Cc1cc(C)c(OCCCON2C(=O)CCC2=O)c(Br)c1 | 1.8 | 10 | 1 | 9 | 1 | -10 | -8 | -1 | -10
CCCN1C(=O)c2cc(C(=O)Nc3cccc(C(C)=O)c3)ccc2C1Nc1cccc(C(C)=O)c1 (stereo not given) | 1.0 | 13 | -4 | 8 | 13 | -27 | -9 | -26 | 2
C=C(C)c1cccc(C(C)(C)NC(=O)Nc2ncccn2)c1 | 0.3 | -7 | -2 | 9 | 0 | -8 | -6[fluorescence artefact?] | 1 | -7
CCCn1c(SCC(=O)NNC(=O)c2ccccc2)nnc1-c1cccnc1 | 1.7 | -6 | -5 | 3 | -3 | 12 | -12 | 17 | 5
O=C(N/N=C/c1c(O)n(-c2ccc(Cl)cn2)c(=O)c2ccccc12)c1ccncc1 | -0.3 | . | -5 | 7 | -5 | 0 | 7[fluorescence artefact?] | 10 | 2[fluorescence artefact?]
O=C(Nc1cccc(Cl)c1)/C(=C\c1cccnc1)NC(=O)c1ccco1 | 0.2 | -8 | -4 | 2 | -3 | -10 | 0 | 4 | -14
N#C/C(=C(\O)CCl)c1nnc2n1CCCCC2 | -0.4 | 5 | -10 | 7 | -1 | -15 | -1 | 14 | 12[fluorescence artefact?]
Cc1ccccc1Cn1c(=O)n(CCC(=O)NCc2ccc3c(c2)OCO3)c(=O)c2ccccc21 | -0.2 | -2 | 6 | 8 | 3 | 20 | -7 | -3 | 9
Cc1ccnc2nc(C(=O)OCC(=O)N(CC(C)C)CC(C)C)nn12 | 1.9 | 3 | -1 | 10 | 13 | -21 | 5 | 9 | -4
COc1ccc(-c2nc3cnccn3c2Nc2ccc(C)cc2)cc1 | -0.6 | -2 | -17 | 10 | 34 | -11 | 0[fluorescence artefact?] | -2 | 3
CSc1nc2ncc(-c3ccsc3)c(N)n2n1 | 0.9 | 16 | 0 | 8 | 0 | 32 | -7 | -7 | -4
COC(=O)[C@H](C)NC(=O)Nc1ccc(C)c(C)c1 | -0.3 | -11 | -3 | 7 | -1 | -40 | -6 | -4 | -6[fluorescence artefact?]
Cc1cccc(N2C(=O)C3C4CC(=O)C(c5ccccc54)C3C2=O)c1C (stereo not given) | 1.1 | -12 | -3 | 4 | 7 | 31 | 1 | -16 | 0
COc1ccc(-c2cc(C(=O)Nc3cc(OC)cc(C(=O)Nc4cccc(C(F)(F)F)c4)c3)[nH]n2)cc1 | 79* | 1 | -18 | 11 | 41 | -84 | -9 | -16 | 6
Cc1ccc(S(=O)(=O)NCc2ccc(/C=C(/C#N)C(=O)NCc3ccccc3)o2)cc1 | 0.4 | . | 1 | 8 | 3 | 4 | -4 | 15 | -25
c1ccc(C2=Nn3c(nnc3-c3n[nH]c4c3CCC4)SC2)cc1 | 14 | 3 | 1 | 4 | 3 | 2 | 3 | 15 | -8
c1ccc2nc(-c3nc4ccccc4[nH]3)ccc2c1 | 1.1 | 4 | -12 | 30 | -4 | -67 | 3[fluorescence artefact?] | 4 | -12[fluorescence artefact?]
COc1ccc2cc(C(=O)C3CCCN(C(=O)CCc4cnn(C)c4)C3)ccc2c1 (stereo not given) | -0.1 | . | -18 | 6 | 14 | i | 1 | -14 | 21
O=C(O)c1cc(/C=N\O)ccc1OCc1ccccc1 | -0.1 | -13 | 6 | 15 | 0 | 9 | 1 | -2 | -5
O=C(CNC1CCCCCC1)Nc1ccccc1N1CCOCC1 | 11 | -10 | 0 | 4 | 14 | -13 | 1 | -4 | 58
CN(C)c1ccc(/C=C(\C#N)C(=O)c2ccccc2)cc1 | -0.2 | . | 3 | 5 | -7 | 4 | -6 | -40 | -14
CC(C)c1ccc(-c2nc(N3CCCCCC3)nc3n[nH]c(N)c23)cc1 | 41 | -4 | -7 | 8 | 1 | 26 | 2 | 35 | -5[fluorescence artefact?]
Cc1nnc(SCC(=O)NCc2ccco2)n1-c1ccccc1 | 0.0 | 0 | 7 | 8 | -12 | -46 | 2[fluorescence artefact?] | 23 | -2[fluorescence artefact?]
CCc1oc(C(=O)O)cc1CN(CC)CC | 0.4 | -4 | -5 | 4 | 0 | -17 | 1 | 16 | 14
CC(C)N(C(=O)CN(C#N)c1nc(N(C)C)nc(N(C)C)n1)c1ccccc1 | -0.1 | 3 | -5 | 16 | 0 | 4 | -2 | 24 | 8[fluorescence artefact?]
COc1ccc(OC)c(C2C(C(C)=O)=C(O)C(=O)N2c2ccc(O)cc2)c1 (stereo not given) | -0.1 | 7 | -31 | 1 | 1 | -31 | -2 | 26 | 20[fluorescence artefact?]
COc1ccc(/C=C/C(=O)NCC(=O)N/N=C/c2ccc(OC)cc2)cc1 | 2.3 | -5 | -6 | 3 | 24 | -1 | 3 | -65 | -10
Clc1ccc(Cn2ncc3c(N4CCCCC4)ncnc32)cc1 | -0.9 | 3 | -1 | 17 | 6 | -1 | 8 | -8 | 1
COc1ccc(C2OC3=C(Nc4cc(C)c(C)cc4N3)C2=O)cc1 (stereo not given) | 0.1 | 0 | -12 | 3 | 4 | -17 | -1 | -6 | -2
Cn1c(NCCO)nc2c(c1=O)C1(CCCCC1)Cc1ccccc1-2 | 1.1 | -4 | -24 | 8 | 7 | -472 | 1[fluorescence artefact?] | 4 | 14
CC(C)Nc1nc(NC(N)=S)nc(NC(C)C)n1 | 0.6 | 10 | 0 | 4 | 1 | 4 | 2[fluorescence artefact?] | -15 | -5
CCOC(=O)NC(=O)CSc1nnnn1-c1ccc(Cl)cc1 | -1.2 | 4 | -4 | 4 | 3 | 5 | 4 | 28 | -5
CCn1nc(C)c(NC(=O)/C=C/c2ccc(OC)c(COc3ccc(Br)cc3)c2)c1C | . | -4 | -12 | 6 | -2 | -53 | -2 | -8 | -7
Cc1c(C(=O)Nc2ccncc2)oc2ccccc12 | 0.0 | 3 | -2 | 3&11 | -1 | 7 | 1 | -15&-91 | 7
Brc1c(CSc2nncn2-c2ccccc2)nc2sccn12 | 2.2 | -3 | 7 | 8 | 8 | 8 | 0[fluorescence artefact?] | -14 | -2
CCCC(=O)Nc1ccc(C(=O)NNC(=S)NC(=O)c2cccs2)cc1 | 0.3 | 11 | -18 | 14 | 0 | 10 | 9 | 4 | -5
CCC(C)NC(=O)C(NS(=O)(=O)c1cccc2nsnc12)c1ccccc1 (stereo not given) | 0.7 | . | -3 | . | -1 | -2 | 0 | 20 | 0[fluorescence artefact?]
CC(C)OC(=O)/C(C#N)=C/c1ccc(-c2ccc(SC(F)F)cc2)o1 | 1.2 | -10 | 1 | 3 | 2 | -223 | -5 | -13 | 9
CN1C(=O)N(C)C(NC(=O)Nc2ccccc2)C1NC(=O)Nc1ccccc1 (stereo not given) | 0.2 | . | 4 | 18 | 2 | -40 | 5 | 6 | 13
CCOC(=O)c1nnn(CC(=O)NC(=O)Nc2cccc(CC)c2)c1C(=O)OCC | 0.9 | -2 | -3 | 7 | 10 | 26 | 0 | -41 | -3
CCOc1ccccc1C1NC(=O)NC(C)=C1C(=O)OCc1ccco1 (stereo not given) | -0.3 | -8 | 4 | 10 | 3 | -35 | 3 | 19 | -4
CCOC(=O)c1[nH]c(C)c(/C=N/O)c1C | 0.7 | 5 | 4 | 6 | 4 | 24 | 6 | 5 | -1
COc1ccc(CN2CCN(C(=O)CC(C)C)CC2)c2ccccc12 | 0.1 | . | -7 | . | 1 | -15 | 1[fluorescence artefact?] | 18 | 83*
CSC1=N/C(=C\c2cccnc2)C(=O)N1c1ccccc1 | -0.5 | 2 | -28 | 7 | 8 | 0 | -3 | 2 | 4
C=CCn1c(=S)[nH]c2scc(-c3ccco3)c2c1=O | 0.3 | 5 | -17 | 35 | 33 | -115 | -4 | 38 | -1
COc1ccc(-c2[nH]ncc2/C=C(\C#N)C(=O)NC2CC2)cc1 | -0.5 | 10 | -39 | 12 | 6 | -46 | 7 | -25 | 4

Bioassay records (PubChem)

Not all compounds are listed, so the mix of outcomes need not match the whole.
